Bioassay records: PubChem BioAssay, National Center for Advancing Translational Sciences (NCATS)
CCT modulator = changes cytosolic chaperonin activity | purified chaperonin ATPase assay, HTRF ADP detection, 30 min | activity change, % (test concentration not listed), hits read low | 360,000 compounds, 0.3% hits | AID 651819; in the data active = activity change below about -30%; note: % is set by controls: 0 for no effect and ±100 for the full control effect
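Enzyme 40 or 20 nM (batch-dependent) in Tris pH 7.4/KCl/MgCl2/DTT; cpd 76 uM single point; ATP 10 uM; 30 min 37 °C; Transcreener ADP HTRF detection, 30 min RT; ratio 665/615.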
EPAC1 ag = EPAC1 (human) agonism | O95398 | EPAC1 agonist qHTS, biochemical assay; response scale: 100% = response to 6.5 mM cAMP | Potency, µM (series often up to 154 µM), for the others: at the top dose activation, most hits filed as activators | 360,000 compounds, 0.073% hits | AID 720707; note: potency is the fitted concentration of half-maximal effect; nearly all actives have a fitted effect of over 60% in size
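Multi-concentration qHTS readout: loss of Rap1B-bound BODIPY-GDP fluorescence driven by 100 nM EPAC1 with excess GDP (50 uM), monitored kinetically at room temperature; agonist response expressed relative to 6.5 mM cAMP.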
PI5P4Ka inh = blocks human PI5P4K alpha kinase activity. P48426. PI5P4Kalpha enzyme, ADP-Glo luminescence, 60 min; stronger effect = lower value. AID 652105. max response, %. 330,000 compounds, 1.2% hits; active = max response of -50% or lower; inconclusive = between -30% and -50%; inactive = -30% or higher; note: value at the top dose of about 77 µM; % is set by controls: 0 for no effect and ±100 for the full control effect
Target sequence (P48426 whole entry, looked up): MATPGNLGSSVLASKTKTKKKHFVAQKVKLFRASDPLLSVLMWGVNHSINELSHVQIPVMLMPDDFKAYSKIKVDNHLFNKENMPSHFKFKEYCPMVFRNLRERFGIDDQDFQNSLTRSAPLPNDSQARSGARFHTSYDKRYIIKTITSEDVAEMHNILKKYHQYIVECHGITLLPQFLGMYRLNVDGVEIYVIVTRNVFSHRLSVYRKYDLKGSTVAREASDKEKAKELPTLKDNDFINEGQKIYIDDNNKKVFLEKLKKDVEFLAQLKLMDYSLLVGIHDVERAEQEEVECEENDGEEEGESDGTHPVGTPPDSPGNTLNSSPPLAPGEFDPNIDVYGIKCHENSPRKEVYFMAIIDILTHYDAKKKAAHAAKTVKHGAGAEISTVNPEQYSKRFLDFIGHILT
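Single end-point luminescence (ADP-Glo) quantified ADP from PI5P4Kalpha turnover; ATP 5 microM final, 1 h at RT, 0.1% CHAPS and 0.28 mM EGTA in HEPES pH 7.4.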
EPAC1 antag = blocks human EPAC1 exchange factor | AID 720709 | EPAC1 GEF assay, Rap1b-BODIPY-GDP exchange fluorescence | Potency, µM (series often up to 115 µM), inactives show at the highest dose activity change, negative = inhibition, actives largely listed as inhibitors | 360,000 compounds, 0.14% hits;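 note: potency is the fitted concentration of half-maximal effect; plate controls were vehicle for no effect and positive control for full effect; nearly all actives have a fitted effect of over 50% in size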
EPAC2 agonist = EPAC2 (human) agonism. EPAC2 activation, biochemical qHTS; response scale: 100% = 6.5 mM cAMP response. Q8WZA2. 360,000 compounds, 0.079% hits. AID 720711. Potency, µM (titrated, usually from 154 µM), without a hit: top-dose activation, most hits filed as activators; note: potency is the fitted concentration of half-maximal effect; nearly all actives have a fitted effect of over 50% in size
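Guanine nucleotide exchange by EPAC2 is measured as reduced fluorescence of BODIPY-GDP once it is released from 250 nM Rap1B. Plates are read kinetically for 30 min at room temperature; results are scaled to 6.5 mM cAMP.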
WRN inhibitor = blocks human WRN helicase; Q14191; WRN helicase unwinding, fluorescent forked duplex, kinetic; Potency, µM (top dose mostly 114 µM), for inactives: at the highest dose activity change, negative = inhibition, usual class: inhibitors; 360,000 compounds, 0.46% hits; AID 651768; note: potency is the fitted concentration of half-maximal effect; % is set by controls: 0 for no effect and ±100 for the full control effect; nearly all actives have a fitted effect of over 55% in size
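WRN at 20 nM final preincubated with compound 15 min at room temperature; reaction started with 100 nM fluorophore/quencher forked duplex oligonucleotide and 2 mM ATP final. Unwinding followed kinetically by red fluorescence (ex 525, em 598 nm).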
IL2 activator = activates IL-2 in a cell-based reporter assay. 360,000 compounds, 0.065% hits. IL-2 activation reporter assay, cell-based qHTS; stimulated with anti-CD3/CD4/CD28 beads; in transgenic mouse T cells. activation, % (series mostly up to about 46 µM); in the data active = activation above about 50%; inconclusive = mostly about 30% to 49%; note: 0% is about no effect
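Unstimulated transgenic mouse T cells preincubated 60 min with compound, then stimulated with anti-CD3/anti-CD4-coated beads plus anti-CD28 for 18 h at 37 degrees C. IL-2 response read as EGFP and DsRed fluorescence by plate cytometry.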
PLK1 PBD block = inhibitors of human PLK1 polo-box domain binding | 360,000 compounds, 2.8% hits | Potency, µM, inactives show max response, negative = inhibition, actives largely listed as inhibitors | Plk1 PBD binding of FITC phosphopeptide, fluorescence polarization; note: potency is the fitted concentration of half-maximal effect; series mostly up to about 57 µM; % is set by controls: 0 for no effect and ±100 for the full control effect; nearly all actives have a fitted effect of over 65% in size
Target sequence (P53350 whole entry, looked up, the tested form may be a part): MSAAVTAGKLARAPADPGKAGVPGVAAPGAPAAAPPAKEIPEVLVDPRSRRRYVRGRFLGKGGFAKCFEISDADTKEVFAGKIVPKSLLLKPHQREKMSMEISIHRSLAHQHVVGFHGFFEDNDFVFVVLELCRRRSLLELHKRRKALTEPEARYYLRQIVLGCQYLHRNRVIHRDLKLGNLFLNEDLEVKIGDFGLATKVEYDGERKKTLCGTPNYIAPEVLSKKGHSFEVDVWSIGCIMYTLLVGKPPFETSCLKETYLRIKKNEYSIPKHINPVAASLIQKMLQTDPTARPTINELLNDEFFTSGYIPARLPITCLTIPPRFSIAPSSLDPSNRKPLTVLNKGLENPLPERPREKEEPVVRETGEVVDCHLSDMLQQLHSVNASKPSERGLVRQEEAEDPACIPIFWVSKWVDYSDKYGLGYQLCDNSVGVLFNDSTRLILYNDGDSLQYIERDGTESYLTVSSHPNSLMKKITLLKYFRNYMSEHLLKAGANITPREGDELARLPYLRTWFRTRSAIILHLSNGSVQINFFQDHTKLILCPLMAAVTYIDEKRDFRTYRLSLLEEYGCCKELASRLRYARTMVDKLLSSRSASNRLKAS
* marks the source's active call; other numbers are inactive results; u = inconclusive; x = no result given; [ ] = dose if it differs, or a comment. Unless noted, calls come from the whole dose curve; as a rule, active = well fitted curve in the direction sought with a large enough effect; inconclusive = small, poorly fitted or top-dose-only effect, or another doubt; inactive = no such curve, though single readings can be large; an effect the other way counts as inactive or inconclusive.

SMILES	CCT modulator	EPAC1 ag	PI5P4Ka inh	EPAC1 antag	EPAC2 agonist	WRN inhibitor	IL2 activator	PLK1 PBD block
COc1ccc(CN2CCN(C)CC2)cc1OCc1ccccc1	0.5	-1%	x	3%	3%	13%	-3.4	0%
Cc1cccc(N2C(=O)SC(N(C)c3ccccc3)C2=O)c1 (stereo unspecified)	-0.8	2%	10	-7%	2%	9%	-0.3	-3%
COC(=O)C1=C(CCc2ccccc2)NC(=O)NC1c1ccc(C#N)cc1 (stereo unspecified)	-3.3	5%	2	-14%	5%	2%	0.9	-12%
Cc1ccc(C2CC2c2n[nH]c(=S)n2-c2ccc(C)cc2)cc1 (stereo unspecified)	-2.9	12%	x	-20%	10%	2%	2.1	-19%
COc1ccccc1N1CCN(C(=O)c2sc3ncn(CC(=O)N4CCC(C)CC4)c(=O)c3c2C)CC1	-3.3	-3%	-3	14%	-2%	5%[57.1 µM]	-1.1	0%
O=C(Nc1nc(OCC(F)(F)F)cnc1/C=C\c1ccccc1)c1ccsc1	-0.7	-12%	3	-14%	-3%	3%	-0.8	-12%
COc1cc2c3nc4n(c(=O)c3n(CC(=O)NCC3CCCO3)c2cc1OC)CCS4 (stereo unspecified)	0.7	13%	5	-1%	3%	1%	-1.1	-1%
CCOC(=O)c1c(COC(=O)c2ccco2)nc2ccccc2[n+]1[O-]	1.5	3%	1	-9%	12%	0%	1.4	-8%
COc1ccc(NC(=O)COC(=O)C2COc3ccccc3O2)cc1 (stereo unspecified)	0.4	14%	-6	10%	11%	10%	1.0	-3%
Cc1cccc(C)c1N=C1C(=O)Nc2ccccc21	-4.5	1%	-2	13%	-2%	-2%	-4.3	1%
COc1ccc(C2(O)CCN(Cc3nnnn3Cc3ccc(F)cc3)CC2)cc1	-0.1	9%	x	-9%	10%	-10%	-0.5	-3%
CNC[C@H]1Oc2c(NS(=O)(=O)c3ccccc3)cccc2C(=O)N([C@H](C)CO)C[C@@H]1C	1.2	-2%	-4	0%	11%	-6%	0.3	-14%
OCCN(Cc1cccnc1)Cc1ccccn1	0.6	-15%	0	1%	5%	-11%	-0.1	-4%
CC1(C(=O)NCc2cccc3ccccc23)CCN1CCc1ccccc1 (stereo unspecified)	-0.4	-7%	28	-7%	12%	1%	-0.4	4%
Cc1cc(C)c(C#N)c(SCC(=O)NN2CC(=O)N(c3ccccc3F)CC2=O)n1	1.6	13%	-8	9%	8%	-14%[57.1 µM]	-0.4	0%
O=C(CNC(=O)c1ccc(Cl)cc1Cl)OCC(=O)c1ccc2c(c1)OCCO2	-5.7	3%	7	-12%	14%	0%	0.5	-2%
C[C@@H]1CNC(=O)c2c(C(=O)Nc3ccc(CNC(=O)OC(C)(C)C)cc3)ncn21	-2.2	-25%	-10	-5%	-3%	1%	-5.5	-1%
Cc1occc(=O)c1OCc1ccc(Cl)cc1Cl	1.8	14%	-1	5%	17%	5%	-3.2	-11%
CCc1ccc(CN2CCC(Oc3ccc(C(=O)NCc4ccccn4)cc3)CC2)o1	-1.7	-7%	0	5%	4%	-5%	-2.8	-24%
Cc1ccc(NC(=O)CCNS(=O)(=O)c2ccc3c(c2)c(=O)n(C)c(=O)n3C)cc1C	0.2	-5%	2	9%	0%	-5%	-0.2	-2%
c1ccc(CSc2nnnn2-c2ccccc2)cc1	-2.8	19%	x	2%	13%	-9%	0.5	0%
Cc1cc2c(cc1C)-c1nnnn1C(N1CCCCC1)C(=O)N2 (stereo unspecified)	x	-7%	-7	10%	1%	0%	0.2	-9%
CCOc1ccc(N2CC(C(=O)Nc3ccc(S(=O)(=O)Nc4ncccn4)cc3)CC2=O)cc1 (stereo unspecified)	0.2	9%	1	-8%	9%	7%	-0.2	-3%
CC(C)Oc1cccc(OCCN2C(=O)c3ccccc3C2=O)c1	-3.1	10%	4	-9%	22%	-11%	-4.4	-1%
O=C(Cn1cnc2ccccc2c1=O)NCCC(=O)N1CCN(Cc2ccccc2)CC1	0.6	2%	x	10%	3%	-11%	-2.0	0%
More compounds follow:
SMILES	CCT modulator	EPAC1 ag	PI5P4Ka inh	EPAC1 antag	EPAC2 agonist	WRN inhibitor	IL2 activator	PLK1 PBD block
CC1(c2cccc(Br)c2)NC(=O)N(CC(=O)NCCC2=CCCCC2)C1=O (stereo unspecified)	1.1	3%	4	10%	6%	8%	1.4	-9%
CCOc1ccc(CNC(=O)CCC(=O)n2nc(C)c3ccccc32)cc1	2.4	-2%	-2	-5%	0%	7%	-0.4	-23%
Cc1ccc(S(N)(=O)=O)cc1NC(=O)/C=C/c1cccs1	-0.5	16%	-15	0%	4%	1%	0.1	-2%
Cc1nc2ccccn2c1P(=O)(N1CCCCC1)N1CCCCC1	-0.2	0%	x	9%	9%	-1%	0.9	4%
COC(=O)c1nn(-c2ccccc2)c(Cl)c1/C=N/OCc1ccc(Cl)cc1Cl	-1.7	3%	19	17%	6%	-11%	0.0	3%
COc1ccc(C(=O)C2CCCN(S(=O)(=O)c3cccc(C)c3)C2)c(C)c1 (stereo unspecified)	0.4	10%	-8	2%	11%	u	-4.2	-1%
COc1nc(N2CCCC2)nc(-n2nnc(C(C)=O)c2C)n1	-0.1	9%	3	7%	-12%	-2%	0.7	u
CCN1CCN(CCNC(=O)CCCCCn2c(=O)[nH]c3cc(C(=O)OC)ccc3c2=O)CC1	-0.8	-5%	x	0%	3%	4%	0.8	2%
O=C(N/N=C/c1cccc(OCc2ccccc2)c1)c1ccc(Br)o1	-2.9	7%	-2	-4%	2%	-7%	-0.1	10%
CN(C(=O)c1ccc(NC(=O)Cc2ccc(NC(=O)C3CCN(S(=O)(=O)c4cccc([N+](=O)[O-])c4)CC3)cc2)cc1)C1CCCC1	1.3	7%	-8	-9%	8%	-1%	-0.1	-4%
CCCSc1nnc2[nH]c(=O)cc(N)n12	0.6	2%	6	-15%	4%	-8%	3.5	-4%
COc1ccc(CC(=O)Nc2cccc(-c3cn4ccccc4n3)c2)cc1	-3.2	0%	-1	2%	1%	-9%	0.1	-1%
NC1=NC(=O)/C(=C/c2cccc(F)c2)S1	-0.9	10%	-4	-2%	16%	9%	-1.4	-8%
COc1cc(-c2c(C#N)c(N)nc3[nH]c(=S)[nH]c(=O)c23)ccc1O	0.2	-7%	-67*	2%	-4%	4%	-0.2	3%
COc1ccc2nc(Sc3c([N+](=O)[O-])nc(C)n3Cc3ccccc3)[nH]c2c1	-1.2	-8%	3	1%	9%	-20%	-3.2	-16%
CCOC(=O)c1sc(N/N=C/c2ccccc2)nc1C	-0.6	-13%	-16	-19%	-5%	u	-2.3	8.4µM*
O=C(NCCN1CCOCC1)c1cccc(NS(=O)(=O)c2ccc(Br)cc2)c1	-1.1	5%	-7	4%	14%	-4%	-4.1	-10%
COc1ccc(NS(=O)(=O)c2cccc3cccnc23)cc1Cl	-1.1	16%	5	-11%	14%	-10%	-0.2	-21%
Cc1cc(N)ccc1N1CCCC1	-0.4	-11%	-72*	-23%	-10%	50µM*	-1.7	u
O=C(c1cc2c(s1)-c1ccccc1OC2)N1CCN(c2ccccc2)CC1	-0.5	6%	-4	-12%	20%	-7%	-1.3	-9%
Nn1c(SCC(=O)Nc2ccc3c(c2)OCO3)nnc1-c1cccc(Cl)c1	0.1	2%	2	0%	8%	-11%	-1.7	-3%
OCCNc1ncnc2c1ncn2[C@H]1CN(Cc2cccs2)C[C@@H](CO)O1	-2.0	-5%	0	7%	8%	4%	0.1	4%
Cc1ccc(C(=O)CSc2nc(-c3ccccc3)ccc2C#N)cc1	1.5	1%	1	7%	11%	0%	3.2	-28%
COc1cc(/C=N/N2CCN(Cc3ccccc3)CC2)cc(OC)c1OC(C)=O	-0.4	4%	2	-1%	1%	2%	-1.9	-18%
CCOC(=O)C1(C)CCN1C(=O)c1ccc(C(C)(C)C)cc1 (stereo unspecified)	-0.9	2%	0	-8%	6%	-2%	-0.5	-9%

Part of the list above in another layout:
Values in the order: CCT modulator	EPAC1 ag	PI5P4Ka inh	EPAC1 antag	EPAC2 agonist	WRN inhibitor	IL2 activator	PLK1 PBD block
Cc1cccc(C)c1N=C1C(=O)Nc2ccccc21
    -4.5	1%	-2	13%	-2%	-2%	-4.3	1%
CCN1CCN(CCNC(=O)CCCCCn2c(=O)[nH]c3cc(C(=O)OC)ccc3c2=O)CC1
    -0.8	-5%	x	0%	3%	4%	0.8	2%
COc1ccc(CN2CCN(C)CC2)cc1OCc1ccccc1
    0.5	-1%	x	3%	3%	13%	-3.4	0%
O=C(c1cc2c(s1)-c1ccccc1OC2)N1CCN(c2ccccc2)CC1
    -0.5	6%	-4	-12%	20%	-7%	-1.3	-9%

(listing goes on)
SMILES	CCT modulator	EPAC1 ag	PI5P4Ka inh	EPAC1 antag	EPAC2 agonist	WRN inhibitor	IL2 activator	PLK1 PBD block
Cc1ccc(OCCC(=O)Nc2ccccc2C(=O)N2CCCCC2)cc1	0.1	5%	5	-18%	-1%	1%	1.0	-1%
CCN(CC)C(=O)Oc1cc(COC)nc(-c2ccccc2)n1	-0.9	5%	5	10%	17%	-25%	-0.6	-4%
C/C(=N\NC(=O)C(C)Sc1ccccc1)C(C)(C)C (stereo unspecified)	-1.3	1%	1	-5%	-25%	-10%	-1.1	-3%
CCOC(=O)C1CCN(Cc2ccc(OCc3ccccc3)c(OC)c2)CC1	-5.6	-5%	0	6%	4%	12%	-1.0	-12%
CCOC(=O)N1CCC(NCCNC(=O)c2ccccc2Cl)CC1	-8.5	6%	x	9%	12%	8%	1.4	-8%
CC(=O)c1ccc(NC(=O)/C(=C\c2ccc(F)cc2)NC(=O)c2ccco2)cc1	-1.4	6%	0	-1%	9%	2%	-1.3	-10%
Cc1cccc(C(=O)NNC(=O)C23CC4CC(CC(C4)C2)C3)c1O	1.0	8%	-7	-6%	-1%	2%	-1.5	-8%
OC(c1ccccc1)(c1ccccc1)c1nccc2ccccc12	2.3	20%	10	-8%	16%	-11%	-2.4	-3%
CC(C)C(NC(=O)CC12CC3CC(CC(C3)C1)C2)C(=O)O (stereo unspecified)	2.2	1%	2	-15%	5%	-10%	2.0	-7%
COc1ccc(-c2sc3ccccc3c2-c2ccc(OCCN3CCOCC3)cc2)cc1	2.7	-20%	41	11%	7%	3%	-0.5	1%
Cc1ccc(C(=O)NC2CC(C)(C)NC(C)(C)C2)cc1S(=O)(=O)N1CCCCC1	0.8	8%	-8	-10%	1%	-4%	0.3	7%
COc1ccc(OC)c(NC(=O)NCc2ccc(F)cc2)c1	1.2	7%	x	-2%	15%	-8%	-0.9	-1%

Not all compounds are listed; rates above refer to the full screens.
